# Screens from PubChem.
# CCR6 antag = blocks CCL20-driven beta-arrestin recruitment at human CCR6; CHO-K1 CCR6 PathHunter beta-arrestin, luminescence, CCL20-stimulated; inhibition, % at 20 µM; 340,000 tested, 0.49% active; AID 493098;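 active = compounds whose inhibition of the agonist-driven luminescence signal at 20 µM reaches about 50%, limit read from the data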;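 also: cells stimulated with CCL20 at 14 nM final; plate controls were DMSO with CCL20 for no effect and DMSO without agonist for full effect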
# Target sequence (P51684 whole entry, looked up): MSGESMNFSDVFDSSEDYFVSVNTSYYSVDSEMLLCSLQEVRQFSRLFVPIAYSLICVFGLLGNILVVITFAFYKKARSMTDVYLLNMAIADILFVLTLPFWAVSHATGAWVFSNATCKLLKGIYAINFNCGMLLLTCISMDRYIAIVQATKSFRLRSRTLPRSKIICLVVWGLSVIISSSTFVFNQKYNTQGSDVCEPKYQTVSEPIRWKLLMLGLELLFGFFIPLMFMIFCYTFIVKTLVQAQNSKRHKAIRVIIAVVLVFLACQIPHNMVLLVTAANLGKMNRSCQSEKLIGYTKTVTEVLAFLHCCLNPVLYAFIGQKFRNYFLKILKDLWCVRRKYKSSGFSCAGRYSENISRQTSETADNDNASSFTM
# APJ agonist = activates the human apelin receptor APJ; P35414; CHO-K1 APJ PathHunter beta-arrestin, luminescence; 0% DMSO wells, 100% apelin; activation, % at 20 µM; 330,000 tested, 0.11% active;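 active = activation more than six SD over the plate average, tested at 20 µM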;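 also: 0% = DMSO alone and 100% = apelin-13 at 10 nM; some results filed as inactive read as strong as hits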
#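 Material: CHO-K1 APJ beta-arrestin complementation cell line; Input: cell density 1000 per well; Incubation: compound stimulation 90 min at 25 °C, detection 60 min; Signal: luminescence from split beta-galactosidase complementation, Galacton Star/Emerald II substrate; Controls: DMSO-only wells as negative, 10 nM Apelin-13 as positive control.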
# UBC13 polyUb = inhibitors of human UBC13 polyubiquitin chain formation; P61088; TR-FRET; inhibition, % at 20 µM; 330,000 tested, 0.47% active; AID 485273; in the data active = inhibition above about 45%, passing the limit was not always enough
# Target sequence (P61088 whole entry, looked up): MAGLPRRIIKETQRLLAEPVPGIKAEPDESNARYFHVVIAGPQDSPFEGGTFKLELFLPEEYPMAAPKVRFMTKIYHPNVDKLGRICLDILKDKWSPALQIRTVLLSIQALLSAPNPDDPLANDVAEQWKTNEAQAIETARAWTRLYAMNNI
# CXCR6 block = blocks human CXCR6 beta-arrestin recruitment. O00574. CHO-K1 PathHunter CXCR6 beta-arrestin, luminescence. inhibition, % at 20 µM. 360,000 tested, 0.36% active. AID 602244; in the data active = inhibition above about 34%, passing the limit was not always enough;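 also: antagonist mode with CXCL16 agonist at 10 nM final; 0% = 10 nM CXCL16 with DMSO and 100% = unstimulated wells without agonist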
# EBI2 block = EBI2 (human) antagonism; inhibition, % at 5 µM; EBI2 beta-arrestin recruitment, luminescence, 7a,25-OHC stimulated; AID 651636; 360,000 tested, 0.81% active; P32249; in the data active = inhibition above about 38%;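 also: enzyme fragment complementation signal reports receptor beta-arrestin coupling in cells; 0% = agonist plus DMSO wells and 100% = wells without agonist; some results beyond the cut were filed as inactive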
# Target sequence (P32249 whole entry, looked up, the tested form may be a part): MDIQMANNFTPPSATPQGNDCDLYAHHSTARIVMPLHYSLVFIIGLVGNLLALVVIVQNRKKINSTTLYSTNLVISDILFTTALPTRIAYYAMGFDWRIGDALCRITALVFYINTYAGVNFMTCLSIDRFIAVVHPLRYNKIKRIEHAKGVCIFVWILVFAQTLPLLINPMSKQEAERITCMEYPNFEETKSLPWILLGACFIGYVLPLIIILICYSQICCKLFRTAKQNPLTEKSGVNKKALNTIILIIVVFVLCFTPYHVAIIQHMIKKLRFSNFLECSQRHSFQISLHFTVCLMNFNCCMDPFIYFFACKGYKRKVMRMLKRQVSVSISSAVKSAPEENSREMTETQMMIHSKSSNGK
# APJ antagonist = antagonists of human APJ apelin receptor; P35414; CHO-K1 APJ beta-arrestin complementation, luminescence; inhibition, % at 20 µM; 330,000 tested, 0.32% active; AID 2521;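 active = inhibition above about 40% at 20 µM, limit read from the data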;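 also: cells challenged with 10 nM apelin-13 agonist together with compound; plate controls were apelin-13 plus DMSO wells for no effect and DMSO wells lacking apelin-13 for full effect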
# ATG4B inh = ATG4B (human) cysteine protease inhibition. 340,000 tested, 0.51% active. ATG4B cleavage of LC3-PLA2, NBD-HPC fluorescence, 1 h. AID 504462. inhibition, % at 8.33 µM. Q9Y4P1; in the data active = inhibition above about 40%
# Gli-Sufu antag = antagonists of Gli-Sufu signaling; inhibition, % at 5 µM; AID 588413; Sufu-KO-LIGHT fibroblasts, Gli luciferase reporter luminescence; 340,000 tested, 0.74% active;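 active = inhibition above about 55%, limit read from the data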;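 also: 0% = DMSO-treated cells and 100% = wells with medium but no cells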
# Active calls of the source: *; i = inactive; . = no result given.
SMILES,CCR6 antag,APJ agonist,UBC13 polyUb,CXCR6 block,EBI2 block,APJ antagonist,ATG4B inh,Gli-Sufu antag
CCOC(=O)c1cccc(S(=O)(=O)N2CCOCC2)c1,5,-2,-1,-4,4,10,-4,10
Cc1cc(-c2ccc(C)c(S(=O)(=O)N3CCN(c4ccc([N+](=O)[O-])cc4)CC3)c2)on1,2,3,-7,9,2,-4,-2,-11
O=C(Nc1cccc(-n2cccn2)c1)C1CCCN(Cc2ccccc2F)C1 (centres undefined),11,-7,-4,10,8,-13,6,8
O=C(O)CC1S/C(=N/N=C/c2ccccn2)NC1=O (centres undefined),-6,0,-21,-5,-2,-6,-2,9
Cc1ccc(CSc2nnc(-c3ccco3)n2N)cc1,-11,1,-16,0,-8,-1,-8,10
Nc1cc(N)nc(SCc2ccccc2)n1,-4,-3,13,-3,-2,-3,-1,-65
COc1ccc(CCN2CC(C(=O)Nc3cc(S(C)(=O)=O)ccc3Cl)CC2=O)cc1OC (centres undefined),-2,-2,-2,-10,-3,22,-3,5
CC12CCC(C(=O)NCc3ccccc3Cl)(CC1=O)C2(C)C (centres undefined),2,-3,1,4,4,13,6,3
COc1ccc(-n2c(=S)[nH]c3cc(C(=O)N4CCN(c5ccccc5)CC4)ccc3c2=O)cc1,-1,-3,2,2,-8,-10,-3,-7
CCOc1ccccc1OCCn1nnc2ccccc21,2,-2,2,2,-6,-18,-9,-5
O=C(O)/C=C/C(=O)Nc1ccc(OC(F)F)cc1,-6,-3,2,-4,-13,0,2,-3
COCCn1c(Cc2cccn2C)nnc1SCC(=O)NCc1ccc2c(c1)OCO2,-1,-4,1,-2,-15,10,-11,-11
Cc1ccc(C)c(OCc2nc3ccccc3[nH]2)c1,-5,-1,-7,2,-2,-22,-1,-32
Cc1cccc(OCCCCn2c(CO)nc3ccccc32)c1,8,-2,4,-8,4,11,-8,8
Fc1ccc(NC(=S)N2CCOCC2)cc1Cl,0,-1,4,-13,3,-25,-6,-1
O=C(Nc1nc(-c2cccs2)cs1)c1ccc([N+](=O)[O-])o1,44,3,-52,19,7,-39,-5,16
COc1cccc(C(=O)NCCn2ccc3ccccc32)c1,10,-3,4,-2,-8,7,-11,-68
Clc1ccc(-[n+]2c(-c3cccc(Br)c3)[nH]c3nc4ccccc4nc32)cc1,13,-7,20,5,-17,19,6,23
CCNc1nc(SCCOc2ccc(C)cc2)nc(N(C)C)n1,4,-5,-2,-5,11,-9,-2,-5
CCOC(=O)c1ccc(-n2c(CCC(=O)O)ccc2-c2ccc(F)cc2)cc1,7,-4,-5,-3,-6,3,8,2
CC1=C(C(=O)OC(C)C)C(c2cccs2)n2ncnc2N1 (centres undefined),-3,1,-7,0,1,14,4,-11
COc1ccc(CNc2cc(NCCCO)c([N+](=O)[O-])c3nonc23)cc1,20,-1,-33,-5,15,4,1,8
C[C@]12C(=O)N(c3cccc(F)c3)C(=O)N1[C@H]1c3ccccc3OC[C@@H]1[C@H]2c1ccccc1,3,-2,8,-4,11,9,2,2
Cc1nnc(SCC(=O)Nc2sccc2C#N)n1Cc1ccccc1,22,-4,-6,-1,-1,9,-1,-2
O=C(c1nc2ccccn2c1CNCCCn1nnc2ccccc21)N1CCOCC1,1,-2,10,-5,-3,12,16,5
CCN(CC)S(=O)(=O)c1cccc(-c2nnc(SCC(N)=O)n2C)c1,0,-2,17,-4,-7,16,1,2
COCCn1c(N)c(C(=O)NS(=O)(=O)c2ccc(C)cc2)c(=O)[nH]c1=O,10,-4,-2,-4,-1,-13,-9,0
CC1CCN(S(=O)(=O)c2ccc(NC(=O)CN3CCOCC3)cc2)CC1,3,-1,9,-4,-7,-7,-2,46
CCc1ccc(NC(=S)N(CCOC)C2CCN(C(C)=O)CC2)cc1,8,-1,2,12,17,6,-2,6
COCC(=O)N(Cc1cc2ccccc2[nH]c1=O)c1ccc(OC)cc1,2,-8,-2,-4,-8,7,-5,5

# Given as labelled records: part of the list above
Clc1ccc(-[n+]2c(-c3cccc(Br)c3)[nH]c3nc4ccccc4nc32)cc1
  CCR6 antag: 13
  APJ agonist: -7
  UBC13 polyUb: 20
  CXCR6 block: 5
  EBI2 block: -17
  APJ antagonist: 19
  ATG4B inh: 6
  Gli-Sufu antag: 23

CCNc1nc(SCCOc2ccc(C)cc2)nc(N(C)C)n1
  CCR6 antag: 4
  APJ agonist: -5
  UBC13 polyUb: -2
  CXCR6 block: -5
  EBI2 block: 11
  APJ antagonist: -9
  ATG4B inh: -2
  Gli-Sufu antag: -5

CCOC(=O)c1ccc(-n2c(CCC(=O)O)ccc2-c2ccc(F)cc2)cc1
  CCR6 antag: 7
  APJ agonist: -4
  UBC13 polyUb: -5
  CXCR6 block: -3
  EBI2 block: -6
  APJ antagonist: 3
  ATG4B inh: 8
  Gli-Sufu antag: 2

CC1=C(C(=O)OC(C)C)C(c2cccs2)n2ncnc2N1 (centres undefined)
  CCR6 antag: -3
  APJ agonist: 1
  UBC13 polyUb: -7
  CXCR6 block: 0
  EBI2 block: 1
  APJ antagonist: 14
  ATG4B inh: 4
  Gli-Sufu antag: -11

# Structures above containing an aryl thioether with sulfur outside any ring (6):
SMILES,CCR6 antag,APJ agonist,UBC13 polyUb,CXCR6 block,EBI2 block,APJ antagonist,ATG4B inh,Gli-Sufu antag
Cc1ccc(CSc2nnc(-c3ccco3)n2N)cc1,-11,1,-16,0,-8,-1,-8,10
Nc1cc(N)nc(SCc2ccccc2)n1,-4,-3,13,-3,-2,-3,-1,-65
COCCn1c(Cc2cccn2C)nnc1SCC(=O)NCc1ccc2c(c1)OCO2,-1,-4,1,-2,-15,10,-11,-11
CCNc1nc(SCCOc2ccc(C)cc2)nc(N(C)C)n1,4,-5,-2,-5,11,-9,-2,-5
Cc1nnc(SCC(=O)Nc2sccc2C#N)n1Cc1ccccc1,22,-4,-6,-1,-1,9,-1,-2
CCN(CC)S(=O)(=O)c1cccc(-c2nnc(SCC(N)=O)n2C)c1,0,-2,17,-4,-7,16,1,2

# The results go on.
SMILES,CCR6 antag,APJ agonist,UBC13 polyUb,CXCR6 block,EBI2 block,APJ antagonist,ATG4B inh,Gli-Sufu antag
O=C(NCCCOc1cccc(CN2CCCCC2)c1)c1ccc(Cl)c(Cl)c1,9,0,9,-13,7,15,5,16
O=C(CCn1nc(-c2ccc(Cl)cc2)ccc1=O)N1CCN(c2ccccn2)CC1,-4,.,.,0,-3,.,-9,-2
COc1cc(C(=O)NNC(=O)c2ccccc2Br)ccc1OCC(=O)N1CCOCC1,1,-3,5,-1,-10,-48,-4,0
O=C(Nc1ccccc1N1CCCC1)C1CCN(S(=O)(=O)c2ccc(F)cc2)CC1,-3,9,-6,2,-6,-55,11,27
Cc1ccccc1OCCC(=O)Nc1ccc(S(=O)(=O)N(C)C2CCN(C)CC2)cc1,11,-4,6,3,2,2,-6,15
COc1ccc(NC(=O)CN2CCN(c3ccc(F)cc3)CC2)cc1Cl,11,-1,11,-5,11,18,-2,2
NS(=O)(=O)c1ccc(NC(=S)NC(=O)c2ccc3c(c2)OCO3)cc1,16,-3,1,11,-11,4,-6,-20
CCOC(CNC(=O)C(=O)Nc1cc2c3c(c1)CCN3C(=O)CC2)OCC,3,-4,-12,3,-2,-9,-7,15
CCCSc1ccc(-c2nn(-c3ccccc3)cc2/C=C(/C#N)C(=O)N2CCOCC2)cc1,20,0,8,9,50*,-16,-6,-22
O=C(/C=C/c1ccc([N+](=O)[O-])cc1)NCc1ccccn1,7,0,-7,-9,-16,-21,4,-12
O=C(Nc1ccc(Cl)cc1)Nc1ccc(N2CCOCC2)cc1,-8,-1,3,2,0,-9,-9,-37
CCOC(=O)N1CCN(C(=O)c2ccc(C)c(S(=O)(=O)N3CCCCC3)c2)CC1,16,-6,8,-10,1,3,-4,-10
COc1ccccc1NC(=O)c1ccc(CN(c2cc(Cl)ccc2C)S(=O)(=O)c2ccccc2)cc1,-9,-3,-2,-1,-5,0,2,-3
CC(=O)N(CCN1CCOCC1)Cc1cc2cc3c(cc2nc1Cl)OCO3,-1,-2,0,-4,-3,0,2,-6
C[N+]1(C)CCCC(OC(=O)C(O)(c2ccccc2)c2ccccc2)C1 (centres undefined),-2,-3,-5,5,2,0,2,-13
CCCCn1c(C(C)NC(=O)c2cccs2)nc2ccccc21 (centres undefined),-5,-2,4,2,-20,-3,-7,15
COc1cccc(NS(=O)(=O)c2ccc3c(c2)CCN3C(C)=O)c1,5,-2,8,-13,2,-3,0,47
C[n+]1cc(C(=O)N2CCCCC2)ccc1/C=C/c1c[nH]c2ccccc12,-8,-4,i,0,8,-4,-6,4
CNC(=O)c1c(NC(=O)c2cccc(N3C(=O)CCC3=O)c2)sc2c1CCC2,3,-6,50*,-8,7,12,-13,-5
O=C(Nc1ccccc1NC(=O)C1CCCO1)c1ccco1 (centres undefined),4,-3,-2,-9,-1,15,0,-9
CC1(C)CC2(CCO1)CNC(=O)O2 (centres undefined),-9,-3,8,3,-7,9,2,7
Cn1c2ccccc2c2ncn(CCC3=CCCCC3)c(=O)c21,3,-4,20,-6,10,2,0,-42
CC(Sc1nnc(C2CC2)n1C1CC1)C(=O)N(C)Cc1cccc(F)c1 (centres undefined),7,-1,6,3,-15,3,-1,29
Cc1nc2c(C)cccc2c2c1COC2,6,-2,3,-1,10,-5,-6,7
O=C(CCC(=O)Nc1cccc([N+](=O)[O-])c1)NCc1ccccc1,-3,-2,-1,12,6,18,-6,-2
CCn1c(-c2ccncc2)n[nH]c1=S,1,2,-12,-3,-4,-6,-12,3
CCCCSc1cc(=O)[nH]c(N)n1,10,-7,-2,8,-4,10,6,-3
N/C(=N\OC(=O)Cc1ccccc1)c1ccc([N+](=O)[O-])cc1,-10,12,-8,-10,-3,-27,1,-21
CC(=C/c1ccco1)/C=N/NC(=O)c1nnn(-c2nonc2N)c1CN(C)C,-42,-2,-21,7,3,-12,-8,6
Cc1cc(OCC(=O)OCC(=O)N(C)Cc2ccccc2C)ccc1Cl,-1,-4,-5,6,-2,-13,-37,4
